# High-throughput results as filed in PubChem BioAssay.
# BLM helicase inh: Bloom syndrome helicase (human) inhibition. AID 2528. Potency, µM (top dose mostly 56.1 µM), for inactives: at the top dose activity change, negative = inhibition, actives largely listed as inhibitors. recombinant BLM DNA unwinding, fluorescence dequenching. 350,000 tested, 0.2% active;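 also: plate controls were vehicle for no effect and no enzyme for full effect; nearly all actives have a fitted effect of over 35% in size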
# G9a inh: blocks human histone lysine methyltransferase G9a. Q96KQ7. G9a H3K9 monomethylation, AlphaScreen, 2 h. Potency, µM (titrated, usually from 102 µM), for the others: top-dose activity, negative = inhibition, hits mostly inhibitors. 350,000 tested, 8.8% active; also: % is scaled to controls: 0 for no effect and ±100 for the full control effect; nearly all actives have a fitted effect of over 75% in size
#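 Readings reflect AlphaScreen signal from monomethyl-H3K9 antibody detection. HMT at 20 nM; substrate b-H3K9 500 nM; cofactor SAM 20 uM; 2 h RT reaction; compounds tested as titrations in qHTS with 15 min preincubation.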
# GLS inh: glutaminase GLS (human) inhibition | O94925 | GLS enzymatic activity, qHTS titration | Potency, µM (doses to about 45.5 µM), for inactives: at the highest dose activity change, negative = inhibition, usual class: inhibitors | 410,000 tested, 0.21% active; also: % is scaled to controls: 0 for no effect and ±100 for the full control effect
# Target sequence (O94925 whole entry, looked up): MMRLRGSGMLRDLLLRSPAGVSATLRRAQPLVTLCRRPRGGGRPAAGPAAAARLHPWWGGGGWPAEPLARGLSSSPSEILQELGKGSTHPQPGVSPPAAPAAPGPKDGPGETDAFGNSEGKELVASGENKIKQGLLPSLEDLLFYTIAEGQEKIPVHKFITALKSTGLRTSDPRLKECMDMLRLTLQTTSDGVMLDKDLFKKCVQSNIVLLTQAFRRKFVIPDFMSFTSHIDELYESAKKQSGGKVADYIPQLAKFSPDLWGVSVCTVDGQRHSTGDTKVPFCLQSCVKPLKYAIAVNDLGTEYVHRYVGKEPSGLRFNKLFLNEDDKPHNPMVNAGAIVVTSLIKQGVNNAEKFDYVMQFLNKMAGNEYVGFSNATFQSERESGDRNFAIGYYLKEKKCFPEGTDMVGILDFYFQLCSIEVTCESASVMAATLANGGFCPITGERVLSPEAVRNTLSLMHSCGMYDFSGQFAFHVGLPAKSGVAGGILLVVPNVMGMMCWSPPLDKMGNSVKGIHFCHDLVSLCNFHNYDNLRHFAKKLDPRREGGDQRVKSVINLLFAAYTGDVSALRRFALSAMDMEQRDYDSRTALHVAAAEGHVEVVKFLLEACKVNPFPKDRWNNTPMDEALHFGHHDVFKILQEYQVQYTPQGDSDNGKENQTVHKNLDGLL
#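 Enzyme dispensed in phosphate buffer (45 mM, pH 8.2, 0.02% Tween-20), compounds pinned in, then 1 mM L-glutamine solution and the glutamate oxidase–HRP–Amplex Red mix added; fluorescence read immediately and again after 30 min at room temperature.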
# Pol iota inh: blocks human DNA polymerase iota activity | AID 588590 | 390,000 tested, 1% active | Potency, µM (doses to about 115 µM), without a hit: top-dose activity, negative = inhibition, actives largely listed as inhibitors | Q9UNA4 | Pol iota fluorescent replication assay, 10 min
#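 Pol iota at 10 nM preincubated 15 min with compounds at room temperature; reaction started with fluorescent substrate, 50 nM final. Fluorescence read kinetically at 0 and 10 min; buffer-only wells as negative control.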
# JMJD2A Tudor: blocks the human JMJD2A Tudor domain. 390,000 tested, 4.4% active. O75164. AlphaScreen JMJD2A-Tudor / H3K4me3 peptide binding. Potency, µM (doses to about 114 µM), without a hit: at the top dose activity change, negative = inhibition, usual class: inhibitors; also: % is scaled to controls: 0 for no effect and ±100 for the full control effect; nearly all actives have a fitted effect of over 50% in size
# Pin1 inh: inhibitors of human Pin1; Q13526; Pin1 FP peptide displacement, HiFluor488, 10 min; Potency, µM (top dose mostly 115 µM), for the others: at the top dose activity, negative = inhibition, hits mostly inhibitors; 390,000 tested, 0.009% active; AID 504891; active = well fitted inhibition curve with a large enough effect in the polarisation, with a control signal flat, not every such curve was filed as active; inconclusive = small, poorly fitted or top-dose-only effect, or effect the other way, or a change in a side signal; inactive = no such curve, though single readings can be large or run the other way; the % refers to the polarisation; also: % is scaled to controls: 0 for no effect and ±100 for the full control effect
# Target sequence (Q13526 whole entry, looked up): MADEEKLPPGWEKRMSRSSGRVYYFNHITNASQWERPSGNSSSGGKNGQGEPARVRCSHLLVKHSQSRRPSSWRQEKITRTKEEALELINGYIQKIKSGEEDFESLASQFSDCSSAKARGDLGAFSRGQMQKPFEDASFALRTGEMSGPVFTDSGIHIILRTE
# BAZ2B block: inhibitors of human BAZ2B bromodomain; AlphaScreen BAZ2B-H3K14Ac peptide displacement; Potency, µM (series often up to 114 µM), inactives show top-dose activity change, negative = inhibition, hits mostly inhibitors; 360,000 tested, 4.4% active; AID 504333; also: % is scaled to controls: 0 for no effect and ±100 for the full control effect; nearly all actives have a fitted effect of over 60% in size
#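 Protein-peptide AlphaScreen: BAZ2B 50 nM, b-H3K14Ac 50 nM, 1x PBS pH 7.4 + 0.01% Tween-20. Preincubation 30 min RT; cpd 30 min RT (top 110 uM); beads 20 min RT, light-protected.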
# PGK inhibitor: inhibitors of T. brucei phosphoglycerate kinase; P07378; PGK/GAPDH coupled, Kinase-Glo luminescence, 60 min; Potency, µM (series often up to 57.5 µM), for the others: at the highest dose activity change, negative = inhibition, hits mostly inhibitors; 380,000 tested, 0.043% active; AID 602233; also: % is scaled to controls: 0 for no effect and ±100 for the full control effect; nearly all actives have a fitted effect of over 60% in size
#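 Luminescent ATP detection (Kinase-Glo Plus) follows a 60-minute room-temperature incubation, with wells lacking PGK as controls. Buffer: 100 mM TEA (pH 7.6), 5 mM MgCl2, 0.01% Tween-20. Coupling enzyme GAPDH (100 nM final) supplies unstable 1,3-BPG in-well.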
# HP1b binding inh: HP1-beta chromodomain-methylated histone interaction inhibition | P83916 | AlphaScreen HP1-beta / biotin-H3K9me3 peptide binding | Potency, µM (doses to about 114 µM), for the others: top-dose activity change, negative = inhibition, hits mostly inhibitors | 390,000 tested, 0.56% active | AID 540317; also: nearly all actives have a fitted effect of over 70% in size; inactives centre near 23
# Target sequence (P83916 whole entry, looked up): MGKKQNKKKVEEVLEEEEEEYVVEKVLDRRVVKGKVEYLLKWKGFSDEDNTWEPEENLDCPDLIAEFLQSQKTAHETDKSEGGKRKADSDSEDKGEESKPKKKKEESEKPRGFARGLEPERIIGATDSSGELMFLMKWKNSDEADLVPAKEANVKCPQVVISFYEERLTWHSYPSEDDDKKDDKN
#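 AlphaScreen: HP1-beta (50 nM) preformed 30 min with biotin-H3(1-18)K9me3 peptide (50 nM) in PBS pH 7.4, 0.01% Tween-20. Compound added for 30 min at RT, then streptavidin donor/nickel chelate acceptor beads (10 ug/mL) for 30 min.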
# * marks the source's active call; other numbers are inactive results; i = inactive; u = inconclusive; x = no result given; & = joins results of further samples; [ ] = remark or other dose. Unless noted, calls follow the shape of the dose curve; as a rule, active = well fitted curve in the direction sought with a large enough effect; inconclusive = small, poorly fitted or top-dose-only effect, or another doubt; inactive = no such curve, though single readings can be large; an effect the other way counts as inactive or inconclusive. Potency is read from the fitted curve at half-maximal effect.
SMILES,BLM helicase inh,G9a inh,GLS inh,Pol iota inh,JMJD2A Tudor,Pin1 inh,BAZ2B block,PGK inhibitor,HP1b binding inh
CS(=O)(=O)NCc1ccc(C(=O)NC2CCCCC2)cc1,-2%,-6%[59 µM],-5%,17%,-8%,-2%,7%,x,29%
NS(=O)(=O)c1ccc(CNC(=O)c2ccc(S(=O)(=O)NCc3ccco3)cc2)cc1,x,25%[12.7 µM],11%,-7%,-15%,3%,-7%,3%,28%
Cn1c2c(c(=O)n(C)c1=O)C(c1cccc([N+](=O)[O-])c1)Nc1ccccc1O2 (stereo not given),1%,20%[2.33 µM],-3%,5%,-10%,0%,-9%,-1%,13%
O=C(Cc1ccc(Cl)cc1)Nc1ccc(Cl)cn1,-2%,31%,-21%,32%[activator],0%,1%,1%,-1%,53%[activator]
O=C(CSCc1ccccc1)Nc1ccc2c(c1)C(=O)NC2=O,-3%,u,-2%,41%[activator],-4%,5%,-9%,4%,19%
CC(=O)c1ccc(S(=O)(=O)Nc2ccc(Cl)c(S(=O)(=O)N3CCCC3)c2)cc1,x,x,8%,-2%,-8%,3%,x,-5%,33%
CC(=O)c1ccc(N2CCN(C(=O)C3CCN(S(=O)(=O)c4cccs4)CC3)CC2)cc1,0%,12%[59 µM],10%,-1%,-13%,7%,4%,4%,-2%
CCOc1ccc(NC(=O)NCCN2CCN(c3cccc(C)c3C)CC2)cc1,0%&-1%,-4%,-13%&15%,-17%&7%,-8%&-22%,-3%&4%,-17%&-17%,-14%&-3%,27%&11%
CCNS(=O)(=O)c1ccc(NS(C)(=O)=O)cc1,-2%,1%,-5%,16%,-7%,-1%,9%,6%,22%
Cc1ccc(NC(=O)CCOc2ccccc2)c(C)c1,-5%,-1%,-11%,u,3%,1%,-3%,-1%,21%
CC12CCC(C(N)C1=O)C2(C)C (stereo not given),x,x,-4%,25%,-3%,-8%,x,0%,21%
c1ccc(CCNc2ncnc3c2cnn3-c2ccccc2)cc1,-3%,-4%[59 µM],16%,-11%,2%,-1%,22%,4%,44%[activator]
CCCc1cc(=O)[nH]c(SCC(=O)NC2(C#N)CCCCC2)n1,x,-14%[59 µM],-1%,-2%,-10%,-7%,2%,i,23%
C/C(=N/NC(=O)c1sc(=S)n(C)c1C)c1ccccc1,0%,18%,0%,14%,1%,17%,-5%,-10%,38%
CCCC(=O)Nc1ccc2nn(-c3ccc(CC)cc3)nc2c1,-6%,u,8%,31%[activator],-3%,1%,2%,-8%,6%
CCOC(=O)c1c(C)n(CCOc2ccccc2)c2ccc(O)cc12,-2%,4µM*,-25%,154%[activator],-11%,-3%,3%,-10%,10%
Cc1ccccc1N1C(=O)C(Oc2ccc(Cl)cc2)C1CNCC1CCCO1 (stereo not given),-2%,u,0%,-6%,-17%,-2%,-1%,0%,26%
CC1=C(C(=O)OC(C)C)C(c2ccc(N(C)C)cc2)C2=C(CC(C)(C)CC2=O)N1 (stereo not given),-2%,u,-1%,u,u,15%,u,-1%,u
O=C(CNS(=O)(=O)c1c(Cl)cccc1Cl)N1CCCCCC1,-7%,8%[0.501 µM],2%,21%,-11%,3%,0%,0%,39%[activator]
CC(=O)c1ccc(NC(=O)C2CCCN(S(=O)(=O)c3cn(C)cn3)C2)cc1 (stereo not given),-2%,-3%[12.7 µM],1%,2%,11%,-5%,-18%,-3%,37%
CC1NC(C)c2c(ccc3ccccc23)O1 (stereo not given),x,x,-1%,-14%,-28%,-8%,x,-6%,2%[57 µM]
COc1ccc(NC(=O)CN(C)C(=O)c2ccc(S(=O)(=O)Nc3ccccc3C)cc2)cc1,x,-4%,2%,10%,-10%,3%,-2%,6%,31%
O=C(CSc1ncccn1)NC(=O)Cc1ccccc1,x,2%[59 µM],-1%,-16%,2%,-6%,1%,-5%,22%
CC(C)(C)SC(C(=O)N1CCOCC1)c1ccc(Br)cc1 (stereo not given),0%,20%[59 µM],-3%,58%[activator],u,5%,3%,7%,14%
COc1ccc(CCNC(=O)C2C3CCC(C3)C2C(=O)O)cc1OC (stereo not given),-1%,32%,-7%,108%[activator],-1%,1%,-6%,-8%,30%
Cc1c(C(=O)NCc2ccccc2Cl)sc2nc3n(c(=O)c12)CCCCC3,-2%,-29%[59 µM],-1%,10%,-13%,7%,u,0%,62%[activator]
COc1cc(CNC(=O)c2ccc3c(c2)N(C)C(=O)C2CCCCN32)cc(OC)c1OC (stereo not given),2%,0%[59 µM],13%,-2%,-23%,-11%,-16%,i,15%[57 µM]
Cc1ccc(S(=O)(=O)c2cccc(S(=O)(=O)N3CCCC3)c2)cc1S(=O)(=O)N1CCCC1,-3%,-7%[59 µM],-4%,9%,-7%,17%,3%,1%,24%
COc1ccc(C(=O)NCC(=O)OCC(=O)N2CCCc3ccccc32)cc1,2%,-11%,0%,63%[activator],-4%,1%,10%,i,25%
O=C(NCC1CCCCC1)c1cccc([N+](=O)[O-])c1,-10%,x,-2%,48%[activator],-10%,1%,u,-9%,37%

# The last 2 entries of the section before open the next one.
SMILES,BLM helicase inh,G9a inh,GLS inh,Pol iota inh,JMJD2A Tudor,Pin1 inh,BAZ2B block,PGK inhibitor,HP1b binding inh
COc1ccc(C(=O)NCC(=O)OCC(=O)N2CCCc3ccccc32)cc1,2%,-11%,0%,63%[activator],-4%,1%,10%,i,25%
O=C(NCC1CCCCC1)c1cccc([N+](=O)[O-])c1,-10%,x,-2%,48%[activator],-10%,1%,u,-9%,37%
COc1ccc(-c2csc(-n3ncc(-c4ccccn4)c3N)n2)cc1,-7%,7%,-4%,63%[activator],-24%,-11%,1%,-4%,1%
CCS(=O)(=O)N1CC(=O)N(c2ccc(Cl)cc2)C(C)(C(=O)NC2CCCCCC2)C1 (stereo not given),0%,-20%[59 µM],-14%,7%,-8%,-11%,1%,12%,29%
CC1(C)CC(=O)C2=C(C1)NC1=C(C(=O)c3ccccc31)C2c1ccccc1 (stereo not given),-8%,20µM*,3%,16%,40µM*,-12%,32µM*,-6%,50µM*
COC(=O)c1ccc(CSc2nnc3ccc4ccccc4n23)cc1,-2%,-8%[59 µM],5%,21%,-8%,4%,-10%,-1%,29%
CCCn1c(CN2CCN(c3ccc(OC)cc3)CC2)nc2c1c(=O)[nH]c(=O)n2C,-3%,25µM*,20%,5%,-20%,-3%,-15%,-7%,23%
CC12CCC(C(=O)NC3CCCC3)(CC1=O)C2(C)C (stereo not given),0%,-9%[59 µM],-2%,-13%,-12%,3%,-2%,-4%,2%
O=C(CCS(=O)(=O)c1ccccc1)Nc1cccc(-c2nc3ccccc3s2)c1,-4%,-6%[59 µM],-2%,6%,-10%,21%,-2%,-2%,26%
Nc1nc2cc3ccccc3cc2[nH]c1=O,0%,u,-10%,-8%,-11%,-14%,-28%,-1%,26%
COc1ccc(CNC(=O)C2CCCN(S(=O)(=O)c3ccc(Br)s3)C2)cc1 (stereo not given),-8%,21%,-3%,98%[activator],-11%,6%,-5%,-2%,44%
Cc1csc(SCC(=O)NC(=O)NCc2ccccc2)n1,-3%,3%[12.7 µM],-6%,24%,-9%,-15%,8%,i,32%
CCOc1ccc(S(=O)(=O)N2CCN(C(=S)NC3CC3)CC2)cc1,-2%,-4%,-5%,129%[activator],-11%,-5%,-11%,7%,38%
CC1CC(OCC(O)C[N+]2(C)CCOCC2)CC(C)(C)C1 (stereo not given),-5%,40µM*,-1%,u,-2%,-7%,11%,5%,u
O=C(NC1CCCCCCC1)C1=COCCO1,1%,u,-7%,-5%,7%,-5%,-3%,-7%,32%
Cc1nc(C)c(C(=O)C2=C(O)C(=O)N(CCN(C)C)C2c2ccccc2)s1 (stereo not given),-9%,u,7%,22%,-5%[11.4 µM],-13%,-6%,6%,57%[activator]
COc1ccc(N2CCN(CCNC(=O)CCN3C(=O)COc4ccccc43)CC2)cc1,3%,-41%[59 µM],83%[activator],34%[activator],u,5%,u,-7%,12%
NC(=S)n1[nH]c(-c2ccc([N+](=O)[O-])cc2)c(N=Nc2cccc([N+](=O)[O-])c2)c1=O,18µM*,11µM*,5%,u,45µM*,x,40µM*,u,u
COc1cc(C(=O)NCC(=O)OCC(=O)c2cccc3ccccc23)cc(OC)c1OC,-3%,71µM*,7%,21%,-4%,3%,-24%,-1%,7%
Cc1c(C(=O)O)cccc1-n1c(C)cc(/C=N/Nc2ccc([N+](=O)[O-])cn2)c1C,-12%,45µM*,12%,50µM*,-2%[11.4 µM],15%,45µM*,-6%,-29%
COc1ccc(-n2c(-c3ccccc3)nnc2-c2ccc(Cl)cc2)cc1,-2%,-30%,-10%,-8%,-8%,2%,0%,-7%,10%
O=C(Cc1ccccc1)NCc1ccccn1,-4%,0%[0.501 µM],2%,-4%,8%,5%,7%,-1%,34%
COc1ccc(/C=C(\NC(=O)c2ccc(OC)cc2)C(=O)N2CCCCC2)cc1,-4%,10%,9%,-1%,-9%,2%,-17%,8%,23%
CCN(CC)C(=S)NC(=O)c1cc(OC)c(OC)c(OC)c1,1%,-50%,0%,u,-16%,1%,-15%,3%,-4%
Cc1ccc2[nH]c(=O)c(CN(CCCO)Cc3nnnn3Cc3ccccc3)cc2c1,x,x,x,-16%,-4%[57.1 µM],10%,x,x,6%[57 µM]
Cc1sc(N2CCN(S(=O)(=O)c3ccc4c(c3)NC(=O)CO4)CC2)nc1-c1ccccc1,-5%,20%,-3%,31%[activator],-5%,2%,-22%,10%,27%
COc1ccc(C(=O)OCC(=O)c2ccc(S(=O)(=O)N3CCCCC3)cc2)c(OC)c1,x,u,-9%,89%[activator],-10%,20%,10%,-1%,41%[activator]
CCc1cccc(CC)c1NC(=O)COC(=O)C1(C)CC1(Cl)Cl (stereo not given),0%,14%,5%,-6%,-11%,u,1%,8%,40%[activator]

# Not all compounds are listed. The share of hits here may be higher or lower than overall.
